Screening data: PubChem BioAssay, National Center for Advancing Translational Sciences (NCATS)
SW480 rerep = DNA re-replication induction in SW480 cells. AID 624297. 1.8% of 340,000 active. Potency, µM (series often up to 46.1 µM), without a hit: at the top dose re-replication activation, hits mostly activators. SW480 DNA re-replication, Hoechst DNA content imaging, 48 h; further: potency means the concentration at half of the fitted maximal effect; % of control where 0% means no effect; nearly all actives have a fitted effect of over 55% in size
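Cells (250 per well) received 23 nL compound or DMSO by pin tool and were kept 48 hr at 37 C, 5% CO2. Nuclei were then stained with Hoechst for 40 min and scanned for DNA content.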
HT1080NT lethal = kills 2HG-producing HT-1080-NT fibrosarcoma cells; HT-1080-NT fibrosarcoma viability, CellTiter-Glo ATP luminescence, 48 h; Potency, µM (highest dose often 46.1 µM), without a hit: at the highest dose activity, negative = less viability, hits mostly cytotoxic; 1.6% of 360,000 active;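 further: NT is the 2HG producing partner of a matched IDH1 knockdown line; potency means the concentration at half of the fitted maximal effect; 0% = DMSO-treated cells and -100% = media-only wells without cells; nearly all actives have a fitted effect of over 55% in size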
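Toxicity toward the 2HG-producing NT line was scored as %Activity, normalised to DMSO and no-cell wells, from CellTiter-Glo luminescence after 48 hours' treatment.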
ATXN2 expr inh = ATXN2 expression inhibition; HEK-293 ATXN2-luciferase reporter, luminescence, 24 h; Potency, µM (top dose mostly 57 µM), inactives show top-dose activity change, negative = inhibition, hits mostly inhibitors; 0.72% of 360,000 active; AID 1745845; further: potency means the concentration at half of the fitted maximal effect; on the % scale 0 is the no-effect control and ±100 the full control effect; nearly all actives have a fitted effect of over 55% in size
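qHTS (up to 57 uM final) was run with 24 h compound exposure of reporter cells at 37 °C. Each well was multiplexed: SteadyGlo luminescence measured ATXN2-luciferase expression after a fluorogenic Gly-Phe-AFC viability readout (25 uM final).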
MCF10A rerep = inducers of DNA re-replication in MCF 10A breast cells; AID 624296; Potency, µM (series often up to 46.1 µM), without a hit: at the top dose activity, positive = re-replication, actives largely listed as activators; 2.9% of 350,000 active; MCF 10A DNA re-replication, Hoechst nuclear intensity, 48 h; further: potency means the concentration at half of the fitted maximal effect; % of control where 0% means no effect; nearly all actives have a fitted effect of over 50% in size
KB-V1 cytotox = KB-V1 MDR subline cytotoxicity | KB-V1 MDR cells viability, CellTiter-Glo, 72 h | Potency, µM (highest dose often 46.1 µM), without a hit: at the highest dose activity change, negative = cytotoxicity, most hits filed as cytotoxic | 3.4% of 400,000 active | AID 1347076; further: potency means the concentration at half of the fitted maximal effect; on the % scale 0 is the no-effect control and ±100 the full control effect; nearly all actives have a fitted effect of over 60% in size
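Readout: CellTiter-Glo luminescence, 10 min after addition. Cells: KB-V1 MDR subline, 72 h at 37 degrees C with compound. Analysis: corrected, normalized data fitted to concentration-effect curves.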
HT1080 IDH1KD tx = toxicity to HT-1080 IDH1 knockdown cells (counter line) | HT-1080 IDH1 knockdown viability, ATP luminescence, 48 h | 2% of 360,000 active | Potency, µM (highest dose often 46.1 µM), inactives show at the highest dose activity, negative = toxicity, hits mostly cytotoxic;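 further: potency means the concentration at half of the fitted maximal effect; 0% = DMSO wells and -100% = cell-free medium wells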
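HT-1080-IDH1KD cells (IDH1 knocked down), 750/well in RPMI with 5% FBS, treated with compound 48 h at 37 degrees C. Viability by CellTiter-Glo luminescence, normalised to DMSO and no-cell wells; concentration-response curves classed.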
KB-3-1 cytotox = KB-3-1 parental cell cytotoxicity. KB-3-1 viability, CellTiter-Glo ATP luminescence, 72 h. Potency, µM (series often up to 46.1 µM), for inactives: top-dose activity change, negative = cytotoxic, most hits filed as cytotoxic. 1.4% of 400,000 active. AID 1347075; further: potency means the concentration at half of the fitted maximal effect; on the % scale 0 is the no-effect control and ±100 the full control effect; nearly all actives have a fitted effect of over 60% in size
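Parental KB-3-1 viability, qHTS format: 72 h compound exposure, 37 °C; CellTiter-Glo; media-only wells and DMSO plates as controls; concentration-effect fits on corrected data.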
S2 tox = cell viability loss in ATXN counter-screen. 0.49% of 400,000 active. Potency, µM (series often up to 56.7 µM), most hits filed as cytotoxic. AID 651635. S2 cells (HEK-293 line with an ATXN2-luciferase reporter) viability, CellTiter-Fluor protease fluorescence, 24 h; further: potency means the concentration at half of the fitted maximal effect; nearly all actives have a fitted effect of over 40% in size
IL-1B inflam inh = blocks inflammasome-driven IL-1 beta release; activity change, % at 57.5 µM; AID 743279; 4.7% of 360,000 active; THP-1 LPS/ATP IL-1B secretion, AlphaLISA, 16 h; active compounds read low; in the data active means activity change below about -50%; inconclusive means mostly about -30% to -49%; further: on the % scale 0 is the no-effect control and ±100 the full control effect
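Secreted IL-1B measured by AlphaLISA bead assay after 16 h compound exposure of THP-1 cells; compounds (final up to 57.5 uM) added 1 h before LPS (250 ng/mL) and ATP (1.25 mM) stimulation; lower signal means less secretion.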
The depositor's hits bear a star; i = inactive; ? = inconclusive; nt = not tested or not shown; [ ] = dose if it differs, or a comment. Unless noted, the call rests on the fitted dose curve; in most records, active means well fitted curve in the direction sought with a large enough effect; inconclusive means small, poorly fitted or top-dose-only effect, or another doubt; inactive means no such curve, though single readings can be large; an effect the other way counts as inactive or inconclusive.

SMILES	SW480 rerep	HT1080NT lethal	ATXN2 expr inh	MCF10A rerep	KB-V1 cytotox	HT1080 IDH1KD tx	KB-3-1 cytotox	S2 tox	IL-1B inflam inh
COc1cccc(CNS(=O)(=O)c2c(C)[nH]c(C)c2C(=O)N2CCCC2)c1	-4%	-1%	-1%	-1%	19%	3%	5%	i	10
COc1ccc(C(=O)N2C=Cc3ccccc3C2C#N)cc1 (stereo not drawn)	nt	3%	nt	nt	11%	-2%	3%	i	9
COc1cccc(C2=CC(c3cccc(OC)c3OC)n3nnnc3N2)c1 (stereo not drawn)	1%[9.22 µM]	?	6%	8.9µM*	?	16µM*	-5%	i	-18
COc1cccc(C(C(=O)NC2CCCCC2)N(Cc2ccco2)C(=O)c2ccccn2)c1 (stereo not drawn)	1%	4%	-23%	4%	-24%	1%	4%	?	-7
Cn1c(-c2ccccc2)cc(=O)n1-c1ccccc1	-4%	15%	4%	-1%	-2%	15%	8%	i	?
O=C(O)CC(SCC(=O)Nc1ccc(Br)cc1)C(=O)O (stereo not drawn)	3%	17%	2%	?	9%	22%	0%	i	-8
CC(=O)NC1C(=O)N=C(SCC(=O)NCc2ccccc2)NC1=O (stereo not drawn)	-9%	?	2%	0%	-1%	16%	7%	i	-3
COc1ccccc1N1CCN(C(CNS(=O)(=O)c2ccccc2)c2ccccc2)CC1 (stereo not drawn)	28%	-18%	-12%	5%	-8%	?	-16%	i	39
N#CCCn1nnc(-c2ccccc2F)n1	-4%	11%	1%	0%	4%	12%	2%	i	7
COC(=O)C[C@H]1c2cc(C(F)(F)F)ccc2S(=O)(=O)N1C1CCCC1	-7%	-1%	-2%	-2%	?	-1%	?	i	-2
CCCCNC(=O)Cn1nnc(-c2ccccc2)c1COc1ccc(C(C)=O)cc1	nt	?	12%	nt	-6%	17%	0%	i	1
CC(=O)c1ccc(NC(=O)c2ccc(-c3nc(CSc4ccc(C)cc4)c(C)o3)cc2)cc1	nt	nt	-5%	nt	-15%	nt	?	i	nt
Cc1cc(C)c(Cn2c3ccccc3c3cnn(CC(=O)NCCN4CCOCC4)c(=O)c32)c(C)c1	?	3%	nt	?	5%	-14%	-3%	?	-10
O=C(Cc1ccc(Cl)cc1)N1CCOCC1	-3%	13%	?	-6%	-15%	21%	0%	i	15
Cc1csc(NC(=O)C2COc3ccccc3O2)n1 (stereo not drawn)	-3%	9%	-10%	0%	1%	4%	-3%	i	16
Cc1cc(C(=O)COC(=O)c2cccn2C)c(C)n1Cc1ccco1	-2%	-11%	nt	13%	0%	-11%	2%	?	-8
COc1ccccc1CCNC(=O)C(=O)NCC(c1cccs1)S(=O)(=O)c1cccs1 (stereo not drawn)	nt	nt	-18%	nt	0%	nt	-14%	i	nt
Nc1ccn(CC(=O)NCCNc2ccc([N+](=O)[O-])cn2)c(=O)n1	-3%	-18%	3%	-15%	4%	3%	0%	i	-9
Cc1cccc(-n2c(-c3csc4ccccc34)n[nH]c2=S)c1	-1%	2%	0%	28%	0%	3%	-4%	i	-2
Cc1cc(=O)n(Cc2ccc(Br)cc2F)c2c1c(C)nn2-c1ccccc1	nt	nt	2%	nt	4%	nt	6%	i	nt
Cc1ccn2c(C(=O)N/N=C\c3cccs3)c(C)nc2c1	-6%	-4%	17%	23%	2%	1%	2%	i	18
Cn1c(=O)[nH]c(=O)c2c1nc(CN1CCN(c3ccc(F)cc3)CC1)n2CCc1ccccc1	-21%	0%	-17%	4%	-27%	15%	-13%	i	37
CC(C)C(C)NC(=O)COC(=O)C1CCN(S(=O)(=O)c2ccc3c(c2)OCCO3)CC1 (stereo not drawn)	1%	5%	3%	1%	-3%	4%	0%	i	15
O=C1c2ccccc2C(=O)N1n1cccc1	-35%[inhibitor]	14%	-12%	0%	8%	19%	-8%	i	6
COc1ccc(C/C(O)=C(\C#N)c2nc3ccccc3s2)cc1	17%	?	5%	?	1%	?	11%	i	7

Quoted at random: 3 records from the list.
SMILES	SW480 rerep	HT1080NT lethal	ATXN2 expr inh	MCF10A rerep	KB-V1 cytotox	HT1080 IDH1KD tx	KB-3-1 cytotox	S2 tox	IL-1B inflam inh
COc1ccccc1CCNC(=O)C(=O)NCC(c1cccs1)S(=O)(=O)c1cccs1 (stereo not drawn)	nt	nt	-18%	nt	0%	nt	-14%	i	nt
CCCCNC(=O)Cn1nnc(-c2ccccc2)c1COc1ccc(C(C)=O)cc1	nt	?	12%	nt	-6%	17%	0%	i	1
O=C(O)CC(SCC(=O)Nc1ccc(Br)cc1)C(=O)O (stereo not drawn)	3%	17%	2%	?	9%	22%	0%	i	-8

Other results follow:
SMILES	SW480 rerep	HT1080NT lethal	ATXN2 expr inh	MCF10A rerep	KB-V1 cytotox	HT1080 IDH1KD tx	KB-3-1 cytotox	S2 tox	IL-1B inflam inh
O=C(CN1CCN(Cc2ccccc2Cl)C1=O)NCC1CCCO1 (stereo not drawn)	0%	-7%	-4%	0%	-10%	9%	5%	i	-3
COc1ccc(-n2cccc2/C=C2\C(=N)N3N=C(c4ccco4)SC3=NC2=O)cc1	1%	14%	-4%[11.3 µM]	-10%	2%	7%	13%	i	14
Cc1nnc(SCC(=O)c2c[nH]c3ccccc23)n1C1CC1	8%	2%[9.24 µM]	9%	2%	0%	-1%	9%	i	18
Cc1ccc(/C=N/NC(=O)CNC(=O)c2cccs2)o1	2%	9%	-1%	-1%	0%	3%	2%	i	-13
COC(=O)c1ccc(N(CC(=O)NCC2CCCO2)C(=O)CCC(=O)Nc2cc(C)on2)cc1 (stereo not drawn)	-3%	21%	2%	-4%	7%	9%	11%	i	12
COc1ccc(N(C)S(=O)(=O)c2cccc(C(=O)NCC(c3cccs3)N(C)C)c2)cc1 (stereo not drawn)	-43%[inhibitor]	-4%	5%	0%	-28%	7%	-9%	i	-2
CC(=O)Oc1ccc(C(=O)NCCc2ccccc2)cc1	-5%	4%	-27%	-21%	2%	10%	7%	i	-16
COc1ccc(COc2cc(-c3cccc(OC)c3)nc3ccc(NC(=O)c4ccc(C)cc4)cc23)cc1	21µM*	13µM*	1%	5.8µM*	-27%	13µM*	9.2µM*	?	72
CCCN1C(=O)CC(C(=O)OC)=C1C	-8%	7%	-3%	2%	15%	1%	-9%	i	6
CCc1ccc(/C=C/C(=O)c2c(C)cc(C)[nH]c2=O)cc1	?	15µM*	?	18µM*	?	23µM*	23µM*	?	-120*
CC1(C)C[C@@H](O)[C@]2(C)CC[C@]3(C)C(=CCC4[C@@]5(C)CC[C@H](O)[C@](C)(CO)C5CC[C@]43C)[C@@H]2C1 (stereo partly drawn)	3%	-2%	2%	?	-3%	0%	0%	i	-3
CCCCn1c(=O)[nH]c(=O)c2c1nc(COC(=O)c1c(C)noc1C)n2CCC	-2%	7%	1%	4%	4.1µM*	4%	1%	i	22
O=C(NC1CC2CCCC(C1)N2C(=O)Nc1ccccc1)C1CC1 (stereo not drawn)	-4%	12%	-1%	7%	2%	10%	7%	?	-2
COc1ccc(N2CCN(c3ncnc4scc(-c5ccc(C)cc5)c34)CC2)cc1	?	-6%	?	23µM*	?	2%	?	i	40
COCCNC(=O)C1(C)CCN(C(=O)Cc2ccc(OC)c(OC)c2)C1 (stereo not drawn)	nt	25%	7%	nt	-2%	3%	0%	i	0
Cc1ccc(C(=O)N2CCC(C(N)=O)CC2)cc1NC(=O)c1nsc2ccccc12	nt	nt	7%	nt	4%	nt	-1%	i	nt
Cc1cccc(-n2c(=O)c3c4c(sc3n3c(C)nnc23)CCCC4)c1	nt	nt	-2%	nt	1%	nt	-11%	i	nt
CCOc1cccc(CNCCCSc2ncccn2)c1	-9%	1%	30%	20%	0%	4%	6%	i	-23
Cc1cc(NC(=O)c2cc3cccc([N+](=O)[O-])c3[nH]2)ccc1F	-4%	?	17%	0%	-15%	-28%	?	i	-20
O=C(CCCOc1ccc(Cl)cc1Cl)NC(Cc1ccccc1)C(=O)O (stereo not drawn)	-3%	-12%	3%	?	nt	-14%	nt	i	2
CCN1C(=O)C2(c3ccccc31)c1c(oc3ccccc3c1=O)C(=O)N2CCOC (stereo not drawn)	nt	nt	-5%	nt	-6%	nt	-3%	i	nt
CCc1ccccc1Nc1nc(N)nc(COC(=O)C2CCN(C(=O)c3ccc(F)cc3)CC2)n1	-44%[inhibitor]	-2%	-21%	11%	-16%	-25%	-5%	i	15
Cc1cccc(C)c1OCCNC(=O)OCc1ccccc1	0%	1%	nt	9%	0%	-4%	0%	i	3
Cc1ccc2nc3c(cc2c1)c(NC(=O)C1CCCO1)nn3CC(C)C (stereo not drawn)	?	-3%	2%	-179%[0.0737 µM]	?	-9%	0%	i	?
Cc1ccccc1N1C(=O)c2cccc3c(N(C)CCO)ccc(c23)C1=O	?	-18%	-2%	-4%	18µM*	9%	-11%	i	?

Further results.
SMILES	SW480 rerep	HT1080NT lethal	ATXN2 expr inh	MCF10A rerep	KB-V1 cytotox	HT1080 IDH1KD tx	KB-3-1 cytotox	S2 tox	IL-1B inflam inh
CC(C)NC(=O)C1CCCN(S(=O)(=O)c2ccc(-n3cnnn3)cc2)C1 (stereo not drawn)	4%	-2%	-13%	1%	-12%	4%	-1%	i	18
C[C@H](CO)N1C[C@H](C)[C@@H](CN(C)C(=O)c2ccncc2)OCc2cnnn2CCCC1=O	nt	-1%	-2%	nt	5%	-3%	-2%	i	-4
CC(C)CNC(=O)COC(=O)C1c2ccccc2Oc2ccccc21	-5%	18%	-14%	2%	0%	11%	11%	i	3
Nc1ccccc1SC(C[N+](=O)[O-])c1ccccc1 (stereo not drawn)	0%	?	?	10µM*	?	?	?	nt	?
Cc1c(CC(=O)NCCCC(=O)O)c(=O)oc2cc3occ(-c4ccccc4)c3cc12	5%	-9%	17%	3%	-3%	2%	6%	i	8
Cc1noc(C)c1C(=O)N1CCC1(C)C(=O)NS(=O)(=O)c1cccc(Cl)c1 (stereo not drawn)	nt	16%	7%	nt	1%	14%	0%	i	0
CC(NC(=O)c1cc2ccccc2o1)c1cccs1 (stereo not drawn)	21%	7%	23%	25%	0%	-2%	13%	i	?
